A549 tox: A549 cytotoxicity, counter-screen for Nrf2 inhibitors. A549 ARE-Fluc cells, CellTiter-Fluor viability, 18-24 h. Potency, µM (series often up to 46 µM), for inactives: top-dose activity change, negative = cytotoxicity, most hits filed as inhibitors. hit rate 0.16% among 390,000. AID 504648; note: potency is the fitted concentration of half-maximal effect; % is set by controls: 0 for no effect and ±100 for the full control effect
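A549 ARE-Fluc cells in 5% FBS OPTI-MEM, 5000 cells/well, rested 2 h then exposed to compounds in concentration-response for 18-24 h at 37 °C. Viability by CellTiter-Fluor fluorescence (Ex 405/Em 525) after 30 min; luciferase luminescence (BugLite, 15 min, RT) read afterwards.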
Nrf2 inh: inhibitors of Nrf2 signaling. Potency, µM (highest dose often 46 µM), for inactives: top-dose activity change, negative = inhibition, most hits filed as inhibitors. hit rate 2.1% among 360,000. A549 ARE-Fluc reporter, luciferase luminescence, 18-24 h; note: potency is the fitted concentration of half-maximal effect; % is set by controls: 0 for no effect and ±100 for the full control effect; nearly all actives have a fitted effect of over 60% in size
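Nrf2 activity is the BugLite luminescence, read 15 min after reagent at room temperature, following CellTiter-Fluor cytotoxicity readout (30 min, 37C). Compound titrations were applied for 18-24 h to 5000 A549 ARE_Fluc cells/well in 5% FBS OPTI-MEM.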
EPAC2 antag: EPAC2 (human) antagonism; EPAC2 GEF exchange of Rap1B-BODIPY-GDP, fluorescence; Potency, µM (doses to about 114 µM), for inactives: top-dose activity, negative = inhibition, actives largely listed as inhibitors; Q8WZA2; hit rate 0.18% among 360,000; note: potency is the fitted concentration of half-maximal effect; % is set by controls: 0 for no effect and ±100 for the full control effect; nearly all actives have a fitted effect of over 45% in size; many of its hits are not listed in these tables
Target sequence (Q8WZA2 whole entry, looked up): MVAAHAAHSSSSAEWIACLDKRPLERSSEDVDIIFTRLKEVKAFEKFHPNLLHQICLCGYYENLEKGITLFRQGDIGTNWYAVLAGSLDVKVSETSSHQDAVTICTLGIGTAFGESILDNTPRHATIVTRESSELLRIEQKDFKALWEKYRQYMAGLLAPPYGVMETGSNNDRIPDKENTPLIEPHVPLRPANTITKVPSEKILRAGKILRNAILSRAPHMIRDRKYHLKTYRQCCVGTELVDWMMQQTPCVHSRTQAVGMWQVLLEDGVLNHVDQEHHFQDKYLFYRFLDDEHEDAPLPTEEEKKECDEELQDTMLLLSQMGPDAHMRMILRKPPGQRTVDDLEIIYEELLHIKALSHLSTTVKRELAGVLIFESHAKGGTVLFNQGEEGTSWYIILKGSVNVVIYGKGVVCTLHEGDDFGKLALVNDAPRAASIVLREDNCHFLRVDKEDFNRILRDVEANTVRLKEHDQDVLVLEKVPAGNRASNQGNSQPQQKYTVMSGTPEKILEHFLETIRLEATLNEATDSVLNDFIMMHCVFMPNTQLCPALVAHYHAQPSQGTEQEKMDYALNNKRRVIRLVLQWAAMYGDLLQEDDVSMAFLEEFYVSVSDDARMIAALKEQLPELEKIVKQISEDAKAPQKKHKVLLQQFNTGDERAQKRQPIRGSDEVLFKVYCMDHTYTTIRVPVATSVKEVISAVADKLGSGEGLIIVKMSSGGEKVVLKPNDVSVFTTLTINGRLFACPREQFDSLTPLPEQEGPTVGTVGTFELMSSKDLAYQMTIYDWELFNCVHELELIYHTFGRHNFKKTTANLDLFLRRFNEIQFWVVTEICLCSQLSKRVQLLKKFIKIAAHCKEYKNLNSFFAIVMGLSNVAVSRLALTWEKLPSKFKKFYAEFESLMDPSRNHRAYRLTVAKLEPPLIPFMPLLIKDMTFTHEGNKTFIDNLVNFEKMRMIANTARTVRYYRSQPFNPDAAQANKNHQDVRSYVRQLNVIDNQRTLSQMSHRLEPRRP
CCT chaperon mod: changes cytosolic chaperonin activity. purified chaperonin ATPase assay, HTRF ADP detection, 30 min. activity change, % (test concentration not listed), hits read low. hit rate 0.3% among 360,000. AID 651819; in the data active = activity change below about -30%; note: % is set by controls: 0 for no effect and ±100 for the full control effect
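We incubate TRiC, 40 or 20 nM final, with library compounds at 76 uM and 10 uM ATP for 30 min at 37 °C. ADP formed is detected with Transcreener HTRF reagents after 30 min at room temperature.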
EPAC2 agonist: EPAC2 (human) agonism | Q8WZA2 | EPAC2 activation, biochemical qHTS; response scale: 100% = 6.5 mM cAMP response | Potency, µM (top dose mostly 154 µM), for inactives: top-dose activation, hits mostly activators | hit rate 0.079% among 360,000; note: potency is the fitted concentration of half-maximal effect; nearly all actives have a fitted effect of over 50% in size
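Compounds were added across a concentration range to EPAC2 (100 nM), RAP1B-BODIPY-GDP (250 nM) and GDP (50 uM). After 5 min at room temperature, fluorescence was recorded at 5-min intervals for 30 min.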
pAkt inh: Akt phosphorylation inhibition. Neuro2A IGF-stimulated pAkt S473 HTRF, 20 min; active compounds read low. AID 651550. activity change, % for hits at 50 µM. hit rate 0.32% among 360,000; in the data active = activity change below about -80%; inconclusive = mostly about -51% to -80%; note: % is set by controls: 0 for no effect and ±100 for the full control effect
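Neuro2A cells in DMEM with 0.5% FBS, overnight at 37 deg C, given compound at single 50 µM final, then IGF (6 nM final) for 20 min at 37 deg C. Lysed; phospho-Akt Ser473 by HTRF after 24 h, 665/615 ratio.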
TGFb inhibitor: TGF-b pathway inhibition | HepG2 CAGA-GFP TGF-b/SMAD3 reporter, GFP fluorescence, 18 h; TGF-beta stimulated, 500 pg/mL final | Potency, µM (highest dose often 46.1 µM), for the others: top-dose activity, negative = inhibition, actives largely listed as inhibitors | hit rate 1.2% among 410,000; note: potency is the fitted concentration of half-maximal effect; % is set by controls: 0 for no effect and ±100 for the full control effect; nearly all actives have a fitted effect of over 65% in size
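TGF-beta reporter screen: HEPG2 CAGA-GFP, 1% FBS, 500 pg/mL TGF-beta final, 18 h; per-cell GFP summed per well; curves fitted and categorized by class.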
Nrf2 activator: Nrf2 pathway activation | hit rate 0.31% among 410,000 | Potency, µM (highest dose often 46.1 µM), for the others: top-dose activation, hits mostly activators | AREc32 ARE-luciferase reporter (MCF7-derived line), luminescence, 24 h; note: potency is the fitted concentration of half-maximal effect; % of control where 0% means no effect; nearly all actives have a fitted effect of over 65% in size
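Luciferase luminescence (Steady-Glo, 30 min at room temperature) served as the read-out of ARE activation in AREc32 cells treated with compounds for 24 hr at 37 deg C.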
Mm-Cpn inhibitor: blocks the Methanococcus maripaludis chaperonin Mm-Cpn; hit rate 0.031% among 330,000; Potency, µM (titrated, usually from 76.9 µM), for inactives: top-dose activity, negative = inhibition, usual class: inhibitors; AID 504842; purified Mm-Cpn ATPase, ADP Transcreener TR-FRET; note: potency is the fitted concentration of half-maximal effect; % is set by controls: 0 for no effect and ±100 for the full control effect; nearly all actives have a fitted effect of over 80% in size
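Inhibition of chaperonin ATP hydrolysis is measured as reduced ADP production, detected by competitive TR-FRET in which signal falls with ADP. Final enzyme 25 nM and ATP 10 uM, reacted 30 min at 37°C.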
* = called active by the depositor; i = inactive; ? = inconclusive; . = no result given; [ ] = remark or other dose. Unless noted, calls come from the whole dose curve; as a rule, active = well fitted curve in the direction sought with a large enough effect; inconclusive = small, poorly fitted or top-dose-only effect, or another doubt; inactive = no such curve, though single readings can be large; an effect the other way counts as inactive or inconclusive.

Each structure is followed by: A549 tox	Nrf2 inh	EPAC2 antag	CCT chaperon mod	EPAC2 agonist	pAkt inh	TGFb inhibitor	Nrf2 activator	Mm-Cpn inhibitor
> C#Cc1ccc([C@H]2C=C(C(=O)NCc3nc4ccccc4[nH]3)O[C@@H](OCC)[C@@H]2CCCO)cc1
→ ?	-15%	7%	0.0	4%	i	-14%	4.4%	.
> CC(NCc1ccc2c(c1)OCO2)C(=O)NC1CCCc2ccccc21 (centres undefined)
→ 7%	-6%	-8%	-2.0	0%[15.6 µM]	.	-8%	0.1%	-1%
> O=C(c1ccc(Cl)cc1Cl)N1CCN(c2ccccn2)CC1
→ 8%	-12%	7%	-33*	4%	i	?	-0.2%	1%
> Cc1ccc(NC(=O)Nc2ccc3c(c2)OCO3)cc1F
→ -1%	?	16%	0.8	-3%	i	-2%	4.8%	0%
> COCCNC(=O)CCCn1c(SCC(=O)c2ccc(F)cc2)nc2c(sc3ccccc32)c1=O
→ 0%	14%	.	.	.	.	11%	0.4%	.
> N#Cc1ccc(-c2cccnc2)nc1SCC(=O)Nc1sc2c(c1C#N)CCC2
→ -6%	-21%	14%	-0.6	5%	i	72%[activator]	0.2%	0%
> Cc1cccc(NC(=O)C2(c3cccs3)CCOCC2)c1
→ 2%	4%	-2%	-2.5	11%	i	23%	-0.1%	4%
> Cc1cc(-c2ccccc2)n2nc(C)c(C#N)c2n1
→ -13%	1%	12%	-1.4	0%	i	1%	7.0%	-3%
> COc1cc2nc(SCc3c(C)noc3C)n(CCC3=CCCCC3)c(=O)c2cc1OC
→ -17%	?	-2%	-0.8	-1%	i	-5%	-0.1%	-2%
> Cc1ccc(C)c(C(=O)CN2C(=O)NC3(CCc4ccccc43)C2=O)c1 (centres undefined)
→ 3%	9%	-15%	-4.0	11%	i	-18%	-0.5%	0%
> COC(=O)c1c(NC(=O)c2cccc(OC)c2)sc2c1CCC(C(C)(C)C)C2 (centres undefined)
→ 3%	-2%	.	.	.	.	-3%	-0.6%	.
> COc1ccc(C)cc1NC(=O)N1CCC(CN2CCC(C)CC2)CC1
→ 4%	16%	.	.	.	.	3%	0.0%	.
> Cc1ccc(S(=O)(=O)Nc2ccc(N3CCOCC3)cc2)cc1[N+](=O)[O-]
→ -1%	-9%	-8%	1.7	1%	i	-11%	-0.8%	1%
> CCOC(=O)c1c(S(=O)(=O)N2CCN(c3cc(Cl)ccc3C)CC2)c(C)n(C)c1C
→ -2%	-3%	.	.	.	.	-16%	3.4%	.
> Cc1cc(C)nc(SCC(=O)Nc2sc3c(c2C#N)CCC(C)C3)n1 (centres undefined)
→ -9%	?	-4%	-2.2	4%	i	0%	0.2%	.
> COc1ccc(S(=O)(=O)N2CC(=O)Nc3ccccc32)cc1
→ 8%	0%	3%	-0.3	6%	i	-9%	-0.2%	0%
> COc1ccc(CCNC(=O)CSc2nc3[nH]ncc3c(=O)n2-c2ccc(Br)cc2)cc1OC
→ -13%	-14%	5%	-1.6	4%	i	-6%	-0.4%	2%
> Nc1ccc(-c2cc3ccccc3oc2=O)cc1
→ -1%	1.3µM*	-2%	-0.2	1%	i	13%	-2.3%	0%
> CCCCOc1ccc(C(=O)Nc2nc3c(s2)CC(C)CC3)cc1 (centres undefined)
→ 5%	19%	.	.	.	.	-11%	0.8%	.
> Cn1nc(-c2ccc(S(N)(=O)=O)s2)cc1C(F)(F)F
→ -1%	-3%	0%	1.8	-10%	i	-1%	-0.3%	0%
> CN(C)c1ccc(/C=N\NC(=O)c2ccc(Cn3cc(Cl)cn3)cc2)cc1
→ 6%	-1%	6%	-0.9	10%	i	-21%	0.4%	-2%
> CCCn1c(CN2CCN(c3ccc(OC)cc3)CC2)nc2c1c(=O)[nH]c(=O)n2C
→ -3%	14%	.	.	.	.	-17%	-2.3%	.
> Cc1ccc(NNC(=O)c2cc(C)on2)c(C)c1
→ -7%	-2%	8%	-0.9	10%	i	14%	-0.6%	0%
> Cc1cccc(C)c1NC(=O)N1C2CCC1CC(O)(c1cccnc1)C2 (centres undefined)
→ -1%	-10%	-2%	-1.3	5%	i	-2%	0.3%	0%
> CSc1ccc(CNc2nc3ccccc3n3cnnc23)cc1
→ 3%	-10%	3%	-1.9	6%	i	15%	2.1%	-5%
> O=C(c1cc2cc(F)ccc2[nH]1)N1CCc2ccccc2C1
→ 0%	-2%	1%	-0.2	14%	.	-3%	9.6%	-3%
> O=C(COC(=O)c1ccc(S(=O)(=O)N2CCCCC2)cc1)Nc1ccccc1
→ 17%	7%	8%	3.6	2%	i	-12%	-0.4%	-2%
> Oc1ccc(C=NNC(=S)Nc2cccnc2)nc1
→ ?	?	7%	-1.8	0%	i	?	0.0%	.
> O=C1CCC[C@@H]2Cc3[nH]c4c(Cl)ccc(Cl)c4c3[C@@H]3CCN1[C@H]23
→ 0%	0%	-5%	0.4	16%	i	-2%	3.4%	1%
> COc1ccc(S(=O)(=O)N2CCOCC2)cc1NC(=O)c1ccc(SC)cc1OC
→ .	.	2%	3.1	-1%	i	-16%	0.9%	.
> Cn1c(=O)c2cc(NC(=S)NC3CCCCC3)ccc2n1-c1ccccc1
→ .	.	-2%	-2.0	13%	i	40%[activator]	0.6%	.
> CCCNC(=O)c1cc(C2CCCCN2S(=O)(=O)c2ccc(C#N)cc2)on1 (centres undefined)
→ .	.	-12%	1.0	-1%	i	1%	-0.2%	.
> COC(=O)C(O)(CC(=O)Nc1ccc(Cl)cc1F)C(F)(F)F (centres undefined)
→ -4%	?	6%	-4.1	-9%	i	1%	-0.5%	2%
> COc1ccc(Cc2nc3ccc(C(=O)N4CCC(C(N)=O)CC4)cc3o2)cc1
→ .	.	13%	0.6	13%	i	0%	0.3%	.
> CCN(CC(=O)NCc1cccs1)C(=O)c1cccc(S(=O)(=O)N2CCc3ccccc32)c1
→ 2%	-15%	2%	2.1	6%	i	1%	2.8%	-1%
> CC(C)Oc1cccc(C(=O)Nc2ccc(CN3CCOCC3)cc2)c1
→ -5%	-6%	11%	-5.7	8%	.	-16%	0.3%	0%
> Cc1cc(-c2onc(C)c2C(=O)O)no1
→ 0%	-17%	14%	1.6	3%	i	12%	0.3%	1%
> Nc1nc(C(=O)N2CCOCC2)nn1S(=O)(=O)c1ccccc1
→ -4%	3%	14%	-0.1	-4%	i	-10%	0.1%	-3%
> CC(OC(=O)c1cc(=O)[nH]c2ccccc12)C(=O)N1C(C)CCCC1C (centres undefined)
→ -5%	9%	6%	-4.3	-2%	i	0%	-0.7%	2%
> COCCn1nnnc1SCC(=O)c1ccccc1
→ 0%	6%	-13%	-0.9	5%	i	1%	3.9%	0%
> CC(c1ccccc1)n1cnc2ccccc21 (centres undefined)
→ -8%	-9%	-11%	-1.2	7%	i	3%	0.0%	0%
> CCCS(=O)(=O)NC(=O)C1(C)CCCN(C(=O)c2nc(C)oc2C)C1 (centres undefined)
→ .	.	-1%	0.1	12%	i	-5%	0.4%	.
> Cn1c(=O)oc2cc(S(=O)(=O)N3CCCC(C(=O)NCc4ccc5c(c4)OCO5)C3)ccc21 (centres undefined)
→ 3%	-4%	-11%	-0.1	5%	i	-9%	2.7%	1%
> CCc1ccc2cccc3c2c1N=CN3C
→ 8%	3%	-21%	1.5	-2%	i	10%	1.5%	.
> COc1ccc(NC(=O)c2cc3c(=O)n(C)c4ccccc4c3s2)cc1Cl
→ -2%	0%	.	.	.	.	4%	4.0%	.
> Cc1ccc(OC(=O)CSc2nnc(-c3ccc4c(c3)OCO4)o2)c(C)c1
→ -3%	20%	.	.	.	.	22%	-1.1%	.
> CCN(CC)CCNC(=O)c1ccc(NC(=O)C2CC(=O)N(CCc3ccc(OC)c(OC)c3)C2)cc1 (centres undefined)
→ 5%	16%	8%	0.1	-2%	i	9%	-0.9%	1%
> CC(C)CNC(=O)c1cccc(NC(=O)c2ccccc2-c2ccccc2C(=O)O)c1
→ -5%	12%	2%	-1.8	6%	i	-1%	0.0%	1%
> Clc1cccc(Cl)c1CSc1nnc2ccccn12
→ 3%	?	-1%	-2.6	-5%	i	-7%	2.7%	1%
> COC(=O)CN1C(=O)N/C(=C/c2ccc(OC)c(C)c2OC)C1=O
→ 3%	11%	2%	-1.4	1%	i	-5%	0.2%	1%
> Cc1cc(NS(=O)(=O)c2ccc(NC(=O)c3ccc([N+](=O)[O-])s3)cc2)nc(C)n1
→ -7%	-11%	8%	0.2	-4%	i	?	?	-3%
> O=C(CN1CCC(Cc2ccccc2)CC1)NC(=O)NCc1ccccc1
→ 0%	-1%	12%	-0.7	10%	i	?	0.4%	1%
> CCN(C(=O)CN(C)S(=O)(=O)c1ccc2c(c1)c(=O)n(C)c(=O)n2C)c1ccc(OC)cc1
→ -3%	?	.	.	.	.	-6%	0.2%	.
> COc1ccccc1N1CCN(C(=O)c2cc3c(-c4ccc(Cl)cc4)nn(C)c3s2)CC1
→ 1%	-5%	3%	-1.8	5%	i	-7%	3.4%	0%
> Cc1nc2c(c(C)c1CCC(=O)NCc1ccc(F)cc1)c(=O)n(C)c(=O)n2C
→ -3%	6%	.	.	.	.	?	0.1%	.

High-throughput results (PubChem BioAssay)

An excerpt; count on the stated rates, not on these rows.
